EBI2 antag: antagonists of human EBI2 receptor. EBI2 beta-arrestin recruitment, luminescence, 7a,25-OHC stimulated. inhibition, % at 5 µM. hit rate 0.81% among 360,000. AID 651636; in the data active means inhibition above about 38%;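 further: enzyme fragment complementation signal reports receptor beta-arrestin coupling in cells; 0% = agonist plus DMSO wells and 100% = wells without agonist; some results beyond the cut were filed as inactive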
Target sequence (P32249 whole entry, looked up, the tested form may be a part): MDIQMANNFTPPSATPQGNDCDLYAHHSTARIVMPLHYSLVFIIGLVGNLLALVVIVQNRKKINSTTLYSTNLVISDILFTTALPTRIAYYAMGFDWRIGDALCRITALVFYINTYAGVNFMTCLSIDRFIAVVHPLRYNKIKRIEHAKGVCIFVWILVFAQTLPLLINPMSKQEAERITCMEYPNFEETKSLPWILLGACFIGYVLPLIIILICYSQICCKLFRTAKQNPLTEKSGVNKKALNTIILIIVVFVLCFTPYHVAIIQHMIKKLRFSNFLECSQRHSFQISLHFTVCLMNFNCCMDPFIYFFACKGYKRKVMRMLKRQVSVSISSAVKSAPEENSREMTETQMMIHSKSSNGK
CXCR6 inh: CXCR6 (human) receptor inhibition; inhibition, % at 20 µM; CHO-K1 PathHunter CXCR6 beta-arrestin, luminescence; O00574; hit rate 0.36% among 360,000; in the data active means inhibition above about 34%, passing the limit was not always enough;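 further: antagonist mode with CXCL16 agonist at 10 nM final; 0% = 10 nM CXCL16 with DMSO and 100% = unstimulated wells without agonist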
Target sequence (O00574 whole entry, looked up): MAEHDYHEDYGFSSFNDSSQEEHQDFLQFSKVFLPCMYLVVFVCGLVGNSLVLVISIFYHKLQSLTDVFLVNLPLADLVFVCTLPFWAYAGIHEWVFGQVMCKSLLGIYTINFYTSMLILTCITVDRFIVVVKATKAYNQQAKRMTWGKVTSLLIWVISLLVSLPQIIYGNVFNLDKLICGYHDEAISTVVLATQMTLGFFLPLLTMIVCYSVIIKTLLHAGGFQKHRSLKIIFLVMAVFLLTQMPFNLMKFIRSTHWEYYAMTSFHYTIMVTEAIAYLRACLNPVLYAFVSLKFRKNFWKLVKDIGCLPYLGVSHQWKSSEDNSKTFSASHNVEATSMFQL
The depositor's hits bear a star. Only part of the results is shown, so the mix of outcomes need not match the whole.

EBI2 antag,CXCR6 inh,compound
-2,-3,COC(=O)[C@]12CCCCC=C1N(CCC1=CCCCC1)C(=O)[C@H](CC(=O)N1CCOCC1)C2
-10,-5,Nc1cc(N)cc(Cc2ccccc2)c1
1,-2,COc1ccc(-c2csc(C(NC(C)=O)c3cccc(OC)c3)n2)cc1 (stereo not given)
1,-4,COCCNC(=S)N(C)[C@H]1C[C@H]2c3cc(N4CCN(C)CC4)ccc3CCN2C(=O)[C@H]1[C@H](C)O
3,3,Cc1c(C(=O)NCc2ccc(C#N)cc2)sc(=O)n1Cc1ccc(C(=O)N(C)C)cc1
12,10,CC1=C(C(=O)N2CCCCCC2)CC(CC(=O)NC(c2ccccc2)c2ccccc2)C(=O)N1Cc1ccccc1 (stereo not given)
4,9,COc1ccc(-c2ccc3c(c2)c(Sc2ccccc2)c(-c2ccccc2)n3C)cc1
1,3,CSc1ccc(/C=C/C(=O)OCC(=O)NC2CCCC2)cc1
-6,10,Nc1[nH]c(C(=O)c2ccccc2)c(-c2cccc3ccccc23)c1C(=O)NCc1ccccc1
-4,1,CCCCNC(=O)C[C@@H]1C[C@@]2(C(=O)OCC)CCC=C2N(CCC2=CCCCC2)C1=O

(listing goes on)
EBI2 antag,CXCR6 inh,compound
-8,-6,Cc1ccc2c(c1)N(Cc1ccccc1)C(=O)C(C)O2 (stereo not given)
-5,4,CC1(C)CNC(=S)N1Cc1ccccc1
-12,-13,CCN(C)c1cc2c(c3c1ccn3C)C1CCC2C1 (stereo not given)
19,-6,Cc1cc(C)cc(C(O)c2ncc(-c3ccc(C(F)(F)F)cc3)[nH]2)c1 (stereo not given)
7,24,CCCCOCCCNC(=O)C[C@@H]1C[C@@]2(C(=O)OCC)CCCC=C2N(Cc2cccc3ccccc23)C1=O
11,5,CSCCC(C(=O)Nc1c(C)cccc1C)N(C)CCc1ccccc1 (stereo not given)
5,2,CCN1C(=O)[C@H]2[C@@H](c3ccc(C(F)(F)F)cc3)N[C@]3(CCCN(Cc4ccc(OC)cc4)C3=O)[C@H]2C1=O
12,0,C[C@H]1CN([C@@H](C)CO)S(=O)(=O)c2ccc(C3=CCCC3)cc2O[C@@H]1CN(C)C(=O)C1CCCCC1
-3,-6,Cc1cccc(C)c1NC(=O)c1ccc2sc([C@H]3C[C@H](O)[C@@H](CO)O3)nc2c1
-9,-1,CN(C)CCN1CCN(C2CN(Cc3ccc([N+](=O)[O-])cc3)S(=O)(=O)C2)CC1 (stereo not given)

The list goes on.
EBI2 antag,CXCR6 inh,compound
-12,-3,COc1ccc(NC(=O)c2cc(C3CCCCN3S(C)(=O)=O)on2)c(C)c1 (stereo not given)
-7,-10,O=C1NC(c2ccc3ccccc3c2)Nc2ccccc21 (stereo not given)
-5,1,NC(CCc1ccccc1)c1csc(Nc2ccccn2)n1 (stereo not given)
-14,0,O=C(NCC(F)(F)F)c1ccc2sc([C@@H]3O[C@H](CO)[C@H](O)[C@H](O)[C@H]3O)nc2c1
-17,5,CCN(CC)S(=O)(=O)c1ccc(C(=O)NCC(=O)NCc2ccc3c(c2)OCO3)cc1
6,-5,C[C@H]1CNC(=O)c2c(C(=O)N[C@@H](Cc3c[nH]c4ccccc34)C(=O)OC(C)(C)C)ncn21
-6,-6,Cc1cn([C@H]2C[C@H](O)[C@@H](CNCc3cccc(OC4CCCC4)c3)O2)c(=O)[nH]c1=O
10,-9,C[C@H]1CN(c2ccc(Br)cc2)C(=O)[C@@H]1CC(=O)Nc1ccc(Br)cc1
2,2,CC(C)(C)c1ccc(C(=O)OCC(=O)Nc2cccc(S(=O)(=O)NC3=NCCC3)c2)cc1
9,22,COC(=O)[C@]12CCCCC=C1N(CCC1=CCCCC1)C(=O)[C@H](CC(=O)NCC1CCCCC1)C2

More results
EBI2 antag,CXCR6 inh,compound
-6,-2,Cc1cc2oc(=O)cc(CN3CCN(c4ccc(Cl)c(Cl)c4)CC3)c2cc1Cl
-2,-1,O=C(O)C1C2CCC1C(O)C2 (stereo not given)
14,-5,Cc1ccc(Sc2ccc(NC(=O)c3ccc(F)cc3)cc2C#N)cc1
-3,27,COc1ccccc1S(=O)(=O)N(C)C[C@H]1OCc2cnnn2CCCC(=O)N([C@H](C)CO)C[C@H]1C
-8,3,COc1ccc(NC(=O)c2cc(=O)[nH]c3ccccc23)cc1S(=O)(=O)N1CCOCC1
-8,-7,C#CCN(C[C@H]1[C@H](OC(=O)Nc2c(C)noc2C)[C@H](OC(=O)Nc2c(C)noc2C)C[C@H]2C(=O)N(c3ccccc3)C(=O)[C@@H]12)S(=O)(=O)c1ccc(C)cc1
9,4,CCc1nc2c(OCc3ccccc3C)cccn2c1N(C)C(=O)C1CC1
-8,-3,C[C@H]1CN([C@@H](C)CO)C(=O)c2cc(-c3cccc(F)c3)cnc2O[C@H]1CN(C)C(=O)c1cnccn1
36,34,CCc1nc2c(OCCC3CCCCC3)cccn2c1N(C)C(=O)COc1ccccc1
-25,-11,CNc1nc(NCC2CCCCC2)c2sccc2n1

(more compounds)
EBI2 antag,CXCR6 inh,compound
15,6,CCOc1ccccc1N(CC)C(=O)c1cc2c(s1)-c1ccccc1S(=O)(=O)C2
11,1,CCN(CCc1ccccc1)c1ccc2c(c1)C1CC2CCN1Cc1ccccc1 (stereo not given)
-1,-7,COc1cccc(S(=O)(=O)N(C)C[C@H]2OCc3cnnn3CCCC(=O)N([C@@H](C)CO)C[C@@H]2C)c1
-5,-3,COc1ccc(CCC(=O)Nc2ccc(S(=O)(=O)NC3=NCCCCC3)cc2)cc1
-1,-3,Cc1cccc(C)c1NC(=O)C1c2ccccc2OCC(=O)N1CCCN1CCOCC1 (stereo not given)
-2,-12,Cc1ccc2c(C)c(C(=O)NCC3CCOCC3)oc2c1C
33,4,COc1ccc(OC)c(NC(=O)C2(C)CCN2C(=O)C2(c3ccccc3)CCCC2)c1 (stereo not given)
-8,0,COc1cc2ccnc(C=O)c2cc1OC
-8,13,CCOC(=O)[C@]12CCC=C1N(Cc1ccccc1)C(=O)[C@H](CC(=O)NCC1CCCCC1)C2
-8,-7,O=C(C[C@H]1C[C@@H]2c3cc(NS(=O)(=O)c4ccccc4)ccc3O[C@@H]2[C@H](CO)O1)NC1CCCC1

Further entries:
EBI2 antag,CXCR6 inh,compound
5,2,CCCCNC(=O)C1(C)CCN1C(=O)c1ccccc1Br (stereo not given)
-1,0,Cc1cccc(NC(=O)c2ncn3c2C(=O)N(C)CC3)c1
1,4,COc1ccc(CCCNC(=O)C2(C)Cc3c(-c4ccc(C(N)=O)cc4)ccnc3O2)cc1 (stereo not given)
3,2,COc1ccc(C=CC(=O)c2ccc3cc(OC)c(OC)cc3c2)cc1OC
-3,2,CCc1nc2ccc(C(=O)NCCCn3ccnc3)cn2c1N(C)CCCc1ccccc1
-6,-2,Cc1ccc(S(=O)(=O)N2C[C@H]3N(C(=O)OC(C)C)N(C(=O)OC(C)C)C[C@H](OC(=O)NCc4ccco4)[C@@]3(O)C2)cc1
-20,30,CCOC(=O)CC(S(=O)(=O)c1ccccc1)S(=O)(=O)c1ccccc1
9,-12,CN(Cc1ccccc1)C(=O)c1cnc(Cc2c[nH]c3ccccc23)c(I)c1
14,9,COc1cccc(-c2cc(NC(C)=O)c3ncc(-c4cccc(C(C)=O)c4)n3c2)c1
0,4,CC(=O)Nc1cccc(-c2ccnc3c2CC(C)(C(=O)NCCC(F)(F)F)O3)c1 (stereo not given)

(continued)
EBI2 antag,CXCR6 inh,compound
-15,-7,C[C@@H](CO)NC(=O)c1[nH]cnc1C(=O)Nc1ccc(CNC(=O)OC(C)(C)C)cc1
3,42*,COc1ccc(-c2c(C(=O)c3ccccc3)[nH]c(N)c2C(=O)c2ccccc2)cc1OC
-8,-8,Cc1ccc(F)c(CNC(=O)C2(C)CCCN2C(=O)C(C)C)c1F (stereo not given)
-4,-13,CN(C)CCN1CCN(C(c2ccnc3ccccc23)c2nnnn2-c2ccc3c(c2)OCCO3)CC1 (stereo not given)
-9,-10,O=C(c1ccc([N+](=O)[O-])cc1Cl)N1CCN(Cc2ccccc2)CC1
6,0,CCc1nc2ccc(C(=O)NCCc3c[nH]c4ccccc34)cn2c1N(C)Cc1nccn1C
4,0,CCOC1=C2[C@@H](CN(S(=O)(=O)c3ccc(C)cc3)[C@H]2c2cccc3ccccc23)[C@H]2C(=O)NC(=O)[C@H]2C1
7,-3,NS(=O)(=O)c1ccc(S(=O)(=O)N2CCCC(c3ccccc3)C2)cc1 (stereo not given)
-11,1,CCCC(=O)N1CCC1(C)C(=O)NS(=O)(=O)c1ccc(C(C)(C)C)cc1 (stereo not given)
-8,2,COc1ccc(OC)c(NC(=O)COC(=O)c2ccc(S(=O)(=O)N3CCCCC3)cc2)c1

Other compounds
EBI2 antag,CXCR6 inh,compound
0,3,Cc1ccc(S(=O)(=O)NN=Cc2ccco2)cc1
0,2,Cc1ccc(C(=O)N(Cc2nnc(-c3ccccc3Cl)o2)C2CC2)o1
-10,-7,CC(C)NC(=O)c1ccc(COc2cccc3ccccc23)o1
-1,2,CC(OC(=O)C1=COCCO1)C(=O)NC1CCCC(C)C1C (stereo not given)
13,7,CCOC(=O)[C@]12CCC=C1N(Cc1ccc(Cl)cc1Cl)C(=O)[C@H](CC(=O)N1CCC(c3ccccc3)CC1)C2
-4,-6,CC1(C(=O)NS(=O)(=O)C2CC2)CCCN(C(=O)c2cccs2)C1 (stereo not given)
-7,4,c1ccc(Cn2ccnc2C2OCCO2)cc1
-6,1,COC1=Nc2ccccc2/C=C\c2ccccc21
-7,-3,CCOc1ccccc1NC(=O)COC(=O)COc1cccc2c1OC(C)(C)C2
-15,3,CCc1nc2cc(NC(=O)C3(C)CCCN(C(C)C)C3)ccc2o1 (stereo not given)

At a glance, 2 of the compounds above.
EBI2 antag,CXCR6 inh,compound
-2,-3,COC(=O)[C@]12CCCCC=C1N(CCC1=CCCCC1)C(=O)[C@H](CC(=O)N1CCOCC1)C2
-10,-5,Nc1cc(N)cc(Cc2ccccc2)c1

Additional compounds follow.
EBI2 antag,CXCR6 inh,compound
4,-6,COc1ncnc2c1ncn2CCCNC1CCN(Cc2ccccc2)CC1
-3,1,COCCNC(=O)C1(C)CCCN(C(=O)c2ccc(-c3ccccc3)cc2)C1 (stereo not given)
-2,3,CN[C@H]1C[C@H]2c3cc(N4CCN(C)CC4)ccc3CCN2C(=O)[C@H]1[C@H](C)O
14,7,COc1cccc2ccc(CC(O)(c3ccccc3)c3ccccc3)nc12
-3,0,O=C(Nc1c2c(nn1-c1ccccc1)CS(=O)(=O)C2)c1ccc(Br)o1
1,-8,CC1(C(=O)NS(=O)(=O)c2ccccc2OC(F)(F)F)CCN1C(=O)Cc1ccccc1 (stereo not given)
-7,1,O=C(NCc1cccnc1)c1[nH]c(C(F)(F)F)nc1-c1ccccc1
-2,-2,Cc1ccccc1NC(=O)Nc1nc(CN)cs1
-19,-7,Cc1noc(C)c1-c1ccc(C(=O)NCCC(F)(F)F)c2occc12
2,6,COc1ccccc1Cc1c(-c2cccc(Br)c2)nc2c(C)cc(Br)cn12

(listing goes on)
EBI2 antag,CXCR6 inh,compound
7,0,COc1ccc(C(C)(NC(C)=O)c2nc(/C=C/c3ccccc3)cs2)cc1 (stereo not given)
-1,-8,Cn1ccc2c(N(Cc3ccccc3)Cc3ccccc3)cc3c(c21)C1CCC3C1 (stereo not given)
1,4,CC(=O)Oc1ccccc1Cn1c(C)c(C(=O)NCc2cccc([N+](=O)[O-])c2)sc1=O
0,-5,Cn1c(=O)c2cc(NC(=S)NC3CCCCC3)ccc2n1Cc1ccc(Cl)cc1
12,4,CC1(C(=O)NCc2cccs2)Cc2c(-c3cccc(C(F)(F)F)c3)ccnc2O1 (stereo not given)
6,-1,OCC[C@@H]1C[C@H](O)[C@@H](O)[C@@]2(OCCCc3cc(C(F)(F)F)ccc32)O1
-1,-2,C[C@H]1CN([C@@H](C)CO)C(=O)CCCn2nncc2CO[C@H]1CN(C)S(=O)(=O)c1ccccc1F
5,-1,OC(c1ccccc1)c1ncc(-c2cccc(OCc3ccccc3)c2)[nH]1 (stereo not given)
12,5,O=C(Nc1c(-c2ccc(Cl)cc2)[nH][nH]c1=O)c1ccc(Br)cc1
1,3,CN(C)CCNc1nc(-c2ccccc2F)c2sccc2n1

Compound profiles (already shown). Order of values: EBI2 antag, CXCR6 inh
Results for `COC1=Nc2ccccc2/C=C\c2ccccc21` = -6, 1
Results for `CN(Cc1ccccc1)C(=O)c1cnc(Cc2c[nH]c3ccccc23)c(I)c1` = 9, -12
Results for `C#CCN(C[C@H]1[C@H](OC(=O)Nc2c(C)noc2C)[C@H](OC(=O)Nc2c(C)noc2C)C[C@H]2C(=O)N(c3ccccc3)C(=O)[C@@H]12)S(=O)(=O)c1ccc(C)cc1` = -8, -7
Results for `COc1ccc(OC)c(NC(=O)C2(C)CCN2C(=O)C2(c3ccccc3)CCCC2)c1` (stereo not given) = 33, 4

More results follow:
EBI2 antag,CXCR6 inh,compound
16,2,N#CC(CC(=O)OCc1ccccc1)NC(=O)OCc1ccccc1 (stereo not given)
1,-6,COc1ccc(CCN2C(=O)COc3ccccc3C2C(=O)NC(C)(C)C)cc1OC (stereo not given)
-4,10,Cc1c(-c2ccccc2)n(O)[n+]([O-])c1-c1ccccc1
20,2,CCOc1ccc(NC(=O)c2ccc3c(c2)N(C)CCS3)cc1
3,-2,CN(C)CCCOc1ccc(-c2cccc3nncn23)cn1
-11,3,OC[C@@H]1CN(CCN2CCOCC2)C[C@H](n2cnc3c(Nc4ccccc4)ncnc32)O1
-6,-5,COCCN(CCOC)Cc1cc(=O)oc2cc(C)ccc12
12,-2,COc1cc(NC(=O)c2cc(-c3cc(F)ccc3OC(C)C)n[nH]2)cc(OC)c1OC
-7,6,CC(C)N1CCCC(C)(C(=O)Nc2nccc3ccccc23)C1 (stereo not given)
8,9,O=C(OCc1cn([C@@H]2CN(Cc3cccs3)[C@@H](c3ccc(Cl)cc3)C[C@H]2O)nn1)c1ccccc1
-6,-4,COc1ccc(S(=O)(=O)NC(=O)C2(C)CCN2C(=O)Cc2ccc(-c3ccccc3)cc2)cc1 (stereo not given)
9,8,O=C1OC(c2cccc3c(F)cccc23)c2ccccc21 (stereo not given)
